CSN inh – blocks human CSN-mediated cullin deneddylation; Purified CSN, SCF-Nedd8-OG deneddylation, fluorescence polarization; inhibition, % at 12.5 µM; 360,000 compounds, 0.38% hits; AID 651999;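 active = pattern-corrected inhibition above about 35%, with an unprinted fluorescence ratio check between 0.5 and 1.5, limit read from the data, passing the limit was not always enough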;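 note: 0% = enzyme with substrate and 100% = substrate without enzyme; some results filed as inactive read as strong as hits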
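Assay system: purified human Csn5 enzyme expressed in HEK293T cells; Input: 0.24 nM Csn5 enzyme, final concentration; Reagent: 10 nM SCFSkp2-Nedd8OG; Compound dosing: 12.5 µM single point; Times: reaction 90 min, room temperature; Technique: fluorescence polarization readout.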
NadD inh – NadD (S. aureus) enzyme inhibition | purified NadD enzyme, colorimetric absorbance read-out | inhibition, % at 20 µM | 360,000 compounds, 0.78% hits | AID 602399; in the data active = inhibition above about 26%; note: some compounds past the cut are filed as inactive
SUMO1-SIM PPI – modulators of human SUMO1-mediated protein-protein interactions. inhibition, % at 20 µM. SUMO1 binding to a labelled peptide, TR-FRET, 1 h. 360,000 compounds, 0.33% hits. P63165; in the data active = inhibition above about 37%
Target sequence (P63165 whole entry, looked up): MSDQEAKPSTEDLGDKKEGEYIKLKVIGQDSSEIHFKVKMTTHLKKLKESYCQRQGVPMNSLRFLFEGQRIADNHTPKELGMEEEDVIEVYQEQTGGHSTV
Rpn11 inh – Rpn11 (human) deubiquitinase inhibition; human 26S proteasome, Ub4-pepOG fluorescence polarization; 20S core pre-blocked with epoxomicin; O00487; AID 588493; calls only at 20 µM; 360,000 compounds, 0.59% hits;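 active = inhibition at 20 µM, scaled to each plate's controls, above about 33%, limit read from the data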
Target sequence (O00487 whole entry, looked up): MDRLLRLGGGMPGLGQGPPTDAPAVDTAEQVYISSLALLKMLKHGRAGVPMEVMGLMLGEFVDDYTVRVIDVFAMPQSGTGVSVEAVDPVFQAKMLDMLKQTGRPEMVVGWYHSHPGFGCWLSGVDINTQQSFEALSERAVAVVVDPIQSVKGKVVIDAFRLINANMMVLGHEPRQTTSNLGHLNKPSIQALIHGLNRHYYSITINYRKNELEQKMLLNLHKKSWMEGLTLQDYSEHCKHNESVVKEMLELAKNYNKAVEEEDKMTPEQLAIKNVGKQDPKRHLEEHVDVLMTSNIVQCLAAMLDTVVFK
DNMT1 inh – blocks human DNA methyltransferase DNMT1 | P26358 | DNMT1 molecular beacon, Hinp1I cleavage, fluorescence | inhibition (reported as % activation of signal), % at 10 µM | 360,000 compounds, 0.83% hits | AID 588458; in the data active = inhibition above about 50%
Rin1 Abl inh – human Rin1-Abl interaction inhibition; P00519+Q13671; TR-FRET Rin1/Abl binding, biochemical; inhibition, % at 7.35 µM; 360,000 compounds, 0.4% hits; AID 588664; in the data active = inhibition above about 5%, passing the limit was not always enough
Scp1 inh – inhibitors of human Scp-1 phosphatase | 340,000 compounds, 0.88% hits | inhibition, % at 20 µM | Recombinant Scp1, phosphopeptide, malachite green phosphate absorbance;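 active = inhibition above about 50% at 20 µM, limit read from the data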;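 note: plate controls were DMSO wells with enzyme for no effect and wells lacking enzyme for full effect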
Target sequence (Q9GZU7 76-261 limits assumed): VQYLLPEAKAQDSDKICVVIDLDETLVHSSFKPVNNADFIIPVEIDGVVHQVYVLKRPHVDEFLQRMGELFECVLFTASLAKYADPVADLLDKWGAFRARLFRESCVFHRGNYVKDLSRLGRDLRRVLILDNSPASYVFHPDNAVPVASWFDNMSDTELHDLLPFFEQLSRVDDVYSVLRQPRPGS
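Test system: SCP-1 phosphatase catalytic domain, residues 76-261; measured by: colorimetric phosphate reagent with accelerator and stabiliser, absorbance at 630 nm; timing: enzyme reaction 45 min at room temperature, colour 5 min, stabilisation 30 min; also added: Phosphorylated 17-residue peptide substrate; compound dosing: one concentration, 20 µM, with 1.0% DMSO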
Neddyl block – cullin neddylation inhibition; TR-FRET cullin neddylation, biochemical; calls only at 25 µM; 360,000 compounds, 0.58% hits; in the data active = inhibition above about 36%
STEP inh – blocks human striatal-enriched tyrosine phosphatase; inhibition, % at 20 µM; recombinant STEP, OMFP fluorogenic substrate, fluorescence; 360,000 compounds, 0.25% hits;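 active = inhibition at 20 µM, scaled per plate between control wells, above about 37%, limit read from the data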;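 note: 0% = DMSO with enzyme and substrate and 100% = substrate only without enzyme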
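Material: STEP (striatal-enriched tyrosine phosphatase) enzyme, cell-free; Compound dosing: 20 µM single dose in 1% DMSO; Technique: fluorescence read at 480 nm ex / 540 nm em; Times: reaction 20 min, ambient temperature; Medium: 50 mM Bis-Tris pH 6.0 with 2.5 mM DTT and 0.005% Tween 20; Also added: OMFP at 25 µM.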
LMPTP inh – blocks human LMPTP phosphatase; recombinant LMPTP-A, OMFP fluorogenic substrate, fluorescence intensity; 360,000 compounds, 0.22% hits; inhibition, % at 20 µM; P24666;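 active = compounds that cut the enzyme signal by at least half of the control window in the single-dose screen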;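 note: plate controls were DMSO wells with enzyme plus substrate for no effect and substrate without enzyme for full effect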
Target sequence (P24666 whole entry, looked up): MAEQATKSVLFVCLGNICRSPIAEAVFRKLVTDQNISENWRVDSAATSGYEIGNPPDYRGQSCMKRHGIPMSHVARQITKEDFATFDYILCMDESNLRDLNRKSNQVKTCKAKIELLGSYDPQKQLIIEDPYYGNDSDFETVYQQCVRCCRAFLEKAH
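Test system: LMPTP-A phosphatase enzyme; input: 0.625 nM LMPTP-A final; reagent: OMFP substrate, 400 µM final; compound dosing: 20 µM single dose, 3% DMSO; incubation: 50 min dark incubation at room temperature; measured by: endpoint fluorescence intensity from OMFP dephosphorylation; measure: % inhibition relative to no-enzyme and uninhibited control wells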
Numbers without * were called inactive; i = inactive; . = not tested or not shown; + = active, no number.

nr	CSN inh	NadD inh	SUMO1-SIM PPI	Rpn11 inh	DNMT1 inh	Rin1 Abl inh	Scp1 inh	Neddyl block	STEP inh	LMPTP inh	SMILES
1	-0.9	1.5	2.3	i	10.1	0.0	2.9	i	0.5	3.6	O=C(O)CCCCCCCCc1cn(CCc2c[nH]c3ccccc23)nn1
2	1.6	0.3	0.7	i	5.5	-1.1	-2.2	i	-4.9	-1.1	CCOC(=O)c1cnc(-c2cccc(OC)c2)[nH]c1=O
3	-5.4	-2.3	-0.7	i	1.5	-3.2	-2.4	i	3.3	-1.7	C=CCNC(=S)NNC(=O)c1ccc2c(c1)OCO2
4	4.7	-3.1	-4.5	i	-1.4	1.9	-4.2	i	1.0	-1.0	CCOC(=O)CCn1nc(-c2ccccc2)cc1N
5	9.0	0.0	-0.5	i	4.1	2.4	-10.1	i	-3.4	-0.8	CCNc1nc(NCC)nc(OCCOC(C)=O)n1
6	4.5	-6.7	-0.4	i	1.7	-2.5	-8.4	i	2.9	-1.2	Cc1cccc(NC(=S)NC(C)C(c2cccs2)N2CCN(C)CC2)c1C (stereo not given)
7	-6.3	-2.5	-7.4	i	-2.9	1.1	1.9	.	-1.0	0.4	COc1ccc(-c2cc(C(=O)NCCc3ccc(S(N)(=O)=O)cc3)c3ccccc3n2)cc1
8	2.1	0.0	19.1	i	-0.1	-1.6	-2.8	i	0.7	1.5	COc1ccc(-c2coc3c(C)c4oc(=O)c(CC(=O)O)c(C)c4cc23)cc1
9	0.8	-2.3	2.2	i	-1.6	2.3	-12.9	i	1.4	-0.1	Cc1cc2ncc(-c3ccc(Cl)cc3)c(N)n2n1
10	5.6	16.6	-0.9	i	-1.5	0.9	12.5	i	0.8	0.2	CC(C)(C)Cc1nnc(NC(=O)c2cc(-c3ccccc3)nc3ccccc23)s1
11	-2.8	0.1	42.9*	i	2.6	-0.8	-5.7	i	-0.7	-0.1	CCC(C(=O)OCC(=O)Nc1ccc2[nH]c(=O)[nH]c2c1)c1ccccc1 (stereo not given)
12	0.5	2.1	3.6	i	5.5	1.8	-6.2	i	20.4	-2.3	O=C(Cc1cccs1)N1CCC(c2nc3c(nnn3Cc3ccc(F)cc3)c(=O)[nH]2)CC1
13	0.6	-1.5	-6.1	i	-2.2	-1.7	2.3	i	0.2	-0.9	O=C1CCNc2c(Cl)cc(Cl)cc21
14	3.2	-2.1	5.4	i	12.3	0.9	-11.0	i	0.9	-0.3	CCOC(=O)c1c(C)[nH]c(C)c1S(=O)(=O)N(C)CC(=O)Nc1ccccc1
15	4.9	-3.7	-4.3	i	-13.1	-2.6	-10.9	i	2.0	1.2	CCS(=O)(=O)Nc1cccc(C2=NN(S(=O)(=O)c3ccccc3)C(c3cccs3)C2)c1 (stereo not given)
16	-2.6	6.5	5.0	i	0.2	0.0	-4.8	i	-1.9	-0.2	O=C(CN1CCN(c2cccc(C(F)(F)F)c2)CC1)N(C1CC1)C1CCS(=O)(=O)C1 (stereo not given)
17	1.9	-7.0	1.5	i	2.8	1.8	-5.3	i	1.8	-1.1	O=C(O)COc1ccc(NC(=O)c2ccc(NC(=O)c3ccco3)cc2)cc1
18	-0.6	-2.7	3.4	i	-4.2	4.1	-5.2	i	-3.9	-0.9	CCCC(=O)N(CCN1CCOCC1)c1nc2c(OC)ccc(C)c2s1
19	-4.0	2.4	0.9	i	4.3	2.8	-0.3	i	-2.5	-1.6	COc1cc(N)n(S(=O)(=O)c2ccc(C)cc2)n1
20	-1.8	-7.5	2.6	i	5.5	-0.5	.	i	-1.1	2.0	CC1(Cc2ccccc2Cl)C(=O)Nc2ccc(OC(F)(F)F)cc21 (stereo not given)
21	-0.5	0.5	-4.6	i	0.1	-2.6	0.6	i	0.9	-0.1	COc1ccc(N2C(=NC(=O)C3CCCCC3)SC3CS(=O)(=O)CC32)c(OC)c1 (stereo not given)
22	-0.7	-9.1	-4.6	i	-5.7	5.7	-8.7	i	3.3	-0.3	CCOC(=O)Nc1cccc(NC(=O)c2cc(OC)cc(OC)c2)c1
23	0.2	-2.9	2.1	i	0.3	-2.2	-8.1	i	2.2	-1.8	Cc1ccccc1NC(=O)c1sc(NC(=O)C2CC2)nc1C
24	-2.2	0.3	1.5	i	3.4	0.2	-12.4	i	-1.2	-0.7	CC(C)NC1(C(N)=O)CCN(Cc2ccccc2)CC1
25	7.3	-8.3	-1.7	i	6.5	-5.3	3.5	i	-2.7	-0.1	Cc1cc(NC(=O)c2ccc(C#N)cc2)n(-c2ccccn2)n1
26	-3.0	-5.9	-3.6	i	-1.8	-2.5	1.8	i	0.0	-1.0	COc1ccc(NC(=O)COC(C)=O)cc1OC
27	-1.2	-1.2	-6.5	i	2.9	-3.3	3.9	i	-1.5	-0.4	CS(=O)(=O)c1ccc(NC(=O)CCN2C(=O)C3CC=CCC3C2=O)cc1 (stereo not given)
28	-6.0	0.0	1.8	i	1.9	1.8	1.7	i	3.9	-1.7	COc1ccc(F)cc1S(=O)(=O)Nc1ccc(C)cc1
29	0.0	3.6	2.4	i	-1.2	2.2	-3.8	i	-1.3	-1.4	COc1ccc(N2CCN(S(=O)(=O)CCNC(=O)C3CCCCC3)CC2)cc1
30	-3.2	-4.8	2.6	i	4.1	2.4	-6.4	i	1.9	-0.9	Oc1cccnc1CCc1ccccc1

Reprinted from the part before: 2 compounds, followed by the next part.
nr	CSN inh	NadD inh	SUMO1-SIM PPI	Rpn11 inh	DNMT1 inh	Rin1 Abl inh	Scp1 inh	Neddyl block	STEP inh	LMPTP inh	SMILES
29	0.0	3.6	2.4	i	-1.2	2.2	-3.8	i	-1.3	-1.4	COc1ccc(N2CCN(S(=O)(=O)CCNC(=O)C3CCCCC3)CC2)cc1
30	-3.2	-4.8	2.6	i	4.1	2.4	-6.4	i	1.9	-0.9	Oc1cccnc1CCc1ccccc1
31	4.5	-10.1	-3.3	i	-2.2	3.8	-12.6	i	2.2	1.4	Cc1cccc(NC(=O)COc2ccc(-c3nn(C)c(=O)c4ccccc34)cc2)c1
32	-5.8	2.3	-4.5	i	-0.9	-0.6	-3.1	i	-2.8	-0.6	Cc1ccc(NC2CCCN(C(=O)c3ccnc(Cl)c3)C2)cc1C (stereo not given)
33	1.9	1.7	-3.9	i	0.9	4.6	-2.5	i	-3.4	-2.9	COC(=O)[C@@H](NC(=O)NCc1ccccc1F)C(C)C
34	-5.2	-5.4	0.9	i	0.5	-0.7	3.5	i	-0.4	-1.0	CC1CCC(NC(=O)CN(C)S(=O)(=O)c2cccc3cccnc23)CC1 (stereo not given)
35	37.1*	2.1	3.4	i	-3.6	4.2	-1.3	i	4.4	-1.4	OC(COCc1ccccc1)CN1CCCC1 (stereo not given)
36	13.3	9.2	-11.5	+	42.1	-2.3	36.0	i	0.7	6.1	CN(CC(=O)Nc1ccc(Cl)cc1)C(=O)CCc1nc2sc3c(c2c(=O)[nH]1)CCCC3
37	-1.9	-3.7	-3.7	i	0.0	-0.9	2.5	i	-3.3	0.0	CC(=O)Nc1ccc(S(=O)(=O)Nc2cccc(NC(=O)C(C)(C)C)c2)cc1
38	7.8	2.5	-4.2	i	-4.6	1.6	-6.0	i	2.1	1.6	CCOC(=O)C1CCN(C2CCN(C(=O)c3oc4c(F)cccc4c3C)CC2)CC1
39	1.4	0.3	0.6	i	3.9	1.0	-3.5	i	-2.4	-0.6	Cc1ccc(C(=O)NC(C)c2ccc(-n3ccnc3)cc2)o1 (stereo not given)
40	-0.8	15.7	-6.8	i	1.8	2.4	-4.2	i	5.1	1.0	CCC(=O)NC(c1ccc(OC)c(OC)c1)c1cc(Cl)c2cccnc2c1O (stereo not given)
41	-3.3	-3.3	-0.1	i	1.1	2.0	-14.4	i	1.4	5.3	CCC(C)c1ccc(OCc2ccc(C(=O)OC)o2)cc1 (stereo not given)
42	-2.0	0.3	10.2	i	3.2	-1.9	-2.7	i	1.0	-0.9	Cc1cn2c(nc1=O)OC1CC2OC1CO (stereo not given)
43	0.7	1.7	0.3	i	12.5	-2.5	-3.0	i	-3.8	1.4	CC1(C)CC(=O)c2cnc(N3CCc4ccccc4C3)nc2C1
44	5.2	-4.7	-20.5	i	0.7	0.0	-6.2	i	-0.6	-1.0	O=C(c1ccc(N2CCC3(CC2)OCCO3)c([N+](=O)[O-])c1)N1CCOCC1
45	2.5	0.3	15.7	i	2.1	-0.6	-17.8	i	-0.1	-0.2	O=C(COc1ccccc1)Nc1nonc1NC(=O)COc1ccccc1
46	2.7	-0.4	-1.4	i	5.2	1.5	-7.6	i	0.4	-0.1	CCC(C)N(C(=O)Cn1nc(C)c([N+](=O)[O-])c1C)C1CCS(=O)(=O)C1 (stereo not given)
47	3.1	-1.5	3.8	i	1.1	-2.4	-4.8	i	-1.1	-1.1	O=C(Nc1ccc(Br)cc1Br)C1CC(=O)N(Cc2ccccc2)C1 (stereo not given)
48	4.4	5.7	-0.2	i	1.4	0.6	-5.0	i	-1.0	1.2	O=C(c1ccc(F)cc1)N1CCN(c2ccccn2)CC1

By substructure: the compounds so far with two or more sulfur atoms (three)
nr	CSN inh	NadD inh	SUMO1-SIM PPI	Rpn11 inh	DNMT1 inh	Rin1 Abl inh	Scp1 inh	Neddyl block	STEP inh	LMPTP inh	SMILES
6	4.5	-6.7	-0.4	i	1.7	-2.5	-8.4	i	2.9	-1.2	Cc1cccc(NC(=S)NC(C)C(c2cccs2)N2CCN(C)CC2)c1C (stereo not given)
15	4.9	-3.7	-4.3	i	-13.1	-2.6	-10.9	i	2.0	1.2	CCS(=O)(=O)Nc1cccc(C2=NN(S(=O)(=O)c3ccccc3)C(c3cccs3)C2)c1 (stereo not given)
21	-0.5	0.5	-4.6	i	0.1	-2.6	0.6	i	0.9	-0.1	COc1ccc(N2C(=NC(=O)C3CCCCC3)SC3CS(=O)(=O)CC32)c(OC)c1 (stereo not given)
